PfHsp40 rescue: restores yeast growth despite PfHsp40 toxicity. S. cerevisiae expressing PfHsp40, growth rescue, ATP luminescence. growth rescue, % at 12.5 µM. 340,000 compounds, 0.68% hits. AID 504582; in the data active means growth rescue above about 28%, passing the limit was not always enough; inconclusive means no clear call, values can overlap the other calls;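 further: yeast W303a lacking pdr1 and pdr3 grown in galactose medium; growth measured after three days at 30 °C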
Anthrax LF prot: inhibitors of Bacillus anthracis lethal factor protease; AID 588501; P15917; multiplex microsphere protease cleavage assay, LF; inhibition, % at 10 µM; 360,000 compounds, 0.12% hits; further: plate controls were buffer without enzyme for full effect and enzyme alone for no effect
FadD28 FP inh: inhibitors of Mycobacterium tuberculosis FadD28 bisubstrate binding. AID 588549. FadD28 bisubstrate probe binding, fluorescence polarization. 360,000 compounds, 0.22% hits. inhibition, % at 12.5 µM; in the data active means inhibition above about 8.5%, passing the limit was not always enough; inconclusive means no clear call, values can overlap the other calls
BoNT F protease: inhibitors of Botulinum neurotoxin F light chain protease | Multiplex microsphere protease cleavage assay, flow cytometry | inhibition, % at 10 µM | 360,000 compounds, 0.22% hits; in the data active means inhibition above about 35%, passing the limit was not always enough; inconclusive means no clear call, values can overlap the other calls; further: plate controls were buffer without enzyme for full effect and enzyme alone for no effect
Mtb BioA inh: blocks M. tuberculosis BioA enzyme activity | inhibition, % at 9.99 µM | 360,000 compounds, 0.096% hits | purified M. tuberculosis BioA enzyme, plate reader | AID 602481; in the data active means inhibition above about 40%; inconclusive means no clear call, values can overlap the other calls
FBA Mtb inh: inhibitors of M. tuberculosis fructose-bisphosphate aldolase | P9WQA3 | purified M. tuberculosis FBA, fluorescence read-out | inhibition, % at 1 µM | 360,000 compounds, 2.3% hits | AID 588726; in the data active means inhibition above about 27%;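 further: 0% = vehicle and 100% = reference inhibitor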
Target sequence (P9WQA3 whole entry, looked up): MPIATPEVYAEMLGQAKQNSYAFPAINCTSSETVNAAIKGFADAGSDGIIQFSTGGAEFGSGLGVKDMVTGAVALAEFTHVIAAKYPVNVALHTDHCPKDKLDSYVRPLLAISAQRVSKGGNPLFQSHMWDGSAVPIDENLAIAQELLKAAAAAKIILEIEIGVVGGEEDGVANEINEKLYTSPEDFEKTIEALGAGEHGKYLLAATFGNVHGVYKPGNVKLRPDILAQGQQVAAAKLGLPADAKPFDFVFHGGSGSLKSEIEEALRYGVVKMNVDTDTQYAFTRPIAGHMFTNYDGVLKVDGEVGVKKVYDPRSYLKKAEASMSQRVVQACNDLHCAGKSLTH
BoNT A protease: BoNT A light chain protease inhibition; inhibition, % at 10 µM; 360,000 compounds, 0.17% hits; multiplex microsphere protease substrate cleavage, flow cytometry; AID 588499; further: plate controls were buffer without enzyme for full effect and enzyme alone for no effect
GDH-TPI inh: inhibits GDH-TPI coupling enzymes, artifact for Mtb FBA screen; GDH-TPI coupled enzyme counterscreen, NADH absorbance; inhibition, % at 4.8 µM; 360,000 compounds, 1.2% hits; in the data active means inhibition above about 30%;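 further: 0% = DMSO wells and 100% = wells lacking the enzyme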
Mtb UGM inh: blocks M. tuberculosis UGM enzyme; P9WIQ1; purified UGM, fluorescence polarization probe displacement; inhibition, % at 10 µM; 320,000 compounds, 0.06% hits; AID 504406; in the data active means inhibition above about 10%, passing the limit was not always enough; inconclusive means no clear call, values can overlap the other calls
Target sequence (P9WIQ1 whole entry, looked up): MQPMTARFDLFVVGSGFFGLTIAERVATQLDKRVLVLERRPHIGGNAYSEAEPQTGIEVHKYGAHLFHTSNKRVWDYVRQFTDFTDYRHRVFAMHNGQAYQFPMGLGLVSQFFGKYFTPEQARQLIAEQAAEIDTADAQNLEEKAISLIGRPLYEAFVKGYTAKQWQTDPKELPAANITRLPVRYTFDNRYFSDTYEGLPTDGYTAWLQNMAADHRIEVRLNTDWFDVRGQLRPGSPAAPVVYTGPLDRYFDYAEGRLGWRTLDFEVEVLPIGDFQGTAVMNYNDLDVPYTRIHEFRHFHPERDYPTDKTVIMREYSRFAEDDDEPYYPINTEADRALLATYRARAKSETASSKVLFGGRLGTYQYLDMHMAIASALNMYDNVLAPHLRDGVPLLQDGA
An asterisk follows results filed as active; ? = inconclusive; · = no result given. Unless noted, no stated cut-off is given here; in the data, active means inhibition above about 30%; inconclusive means no clear call, values can overlap the other calls; inactive means below that.

Order of values: FadD28 FP inh, BoNT F protease, GDH-TPI inh, PfHsp40 rescue, Anthrax LF prot, Mtb BioA inh, FBA Mtb inh, Mtb UGM inh, BoNT A protease
1	Cc1ccc(C(=O)N[C@H](C(=O)N2CCN(c3ccccc3F)CC2)C(C)C)cc1
 : -2.9, 9, -12, -0.4, 7, -1.6, -4, 1.1, -1.2
2	Nc1nnc(SCC(=O)Nc2ccccc2)s1
 : -0.1, ?, 5, -0.7, 2, ·, 2, 1.7, -6.8
3	COc1ccc(/C=C2\SC(=O)N(CCc3nnc(N)s3)C2=O)cc1
 : -2.1, -2, 26, 1.2, -5, -0.1, 1, 1.0, 1.1
4	O=C(COc1ccc(Br)cc1)NNC(=S)NC(=O)c1ccccc1[N+](=O)[O-]
 : 3.2, -2, 6, 16, 2, -0.5, 1, 1.4, -0.1
5	c1ccc(Cc2cc[n+](Cc3ccccc3)cc2)cc1
 : -0.7, -1, 3, -0.7, 2, ·, 1, -1.8, 0.4
6	CCc1nc2c(OCc3ccc(Cl)cc3Cl)cccn2c1N(C)C(=O)c1ccccc1F
 : -2.1, -4, 9, ·, 0, -0.7, -5, ·, -0.1
7	CC(C)Cn1c(N2CCN(CC(=O)Nc3ccc(Cl)cc3)CC2)nc2ccccc21
 : -3.1, -1, 0, -0.2, 4, -1.2, -3, -1.6, 1.5
8	CC(Oc1ccc(/C=N/NC(=O)Cc2cccc3ccccc23)cc1)C(=O)O (configuration not stated)
 : -2.5, 2, -3, 0.6, -2, ·, 1, 2.4, -0.3
9	CCOP(=O)(OCC)C(Cc1ccccc1)N=C(c1ccccc1)c1ccccc1 (configuration not stated)
 : -5.1, -2, ·, ·, -8, ·, -7, ·, -0.4
10	CC1(C)Cc2cccc(OCC(=O)N3CCN(c4ccccc4F)CC3)c2O1
 : -4.0, 0, -7, -0.5, -2, ·, 1, -1.9, 0.2
11	O=C(NCc1cc([N+](=O)[O-])ccc1O)c1cccnc1Sc1ccccc1Cl
 : -0.4, -2, 16, -1.0, 2, -0.8, -9, -1.3, 2.5
12	Cc1cccc(-c2noc(-c3ccoc3C)n2)c1
 : -3.9, -5, -2, -0.3, -1, ·, -5, -2.5, -0.2
13	COc1ccc(Cc2nnc(-c3ccccc3)o2)cc1
 : 1.0, -4, -5, -0.3, -3, ·, 4, -1.2, -0.8
14	CCN(C(=O)CSc1nc2ccccc2o1)c1c(N)n(Cc2ccccc2)c(=O)[nH]c1=O
 : -0.1, ·, 3, -0.7, ·, 0.1, 5, 0.3, ·
15	CCCCCCCc1c(C)nc(N2CCOCC2)[nH]c1=O
 : -1.8, 2, 17, 1.7, 0, ·, 0, 0.6, -0.8
16	O=C(Cn1cnc2ccc(Br)cc2c1=O)c1cccs1
 : 0.4, 0, -1, -1.8, 2, -3.1, 3, 0.6, -0.9
17	O=C(CN1CC=C(c2ccccc2)CC1)NC(=O)NCc1ccccc1
 : -2.7, -4, 8, 0.2, 2, ·, 2, -1.3, -0.1
18	CCc1nc2ccc(C(=O)Nc3cccc(OC)c3)cn2c1N(CC)CCOC
 : -1.9, 1, 9, ·, -2, -0.3, -2, ·, -0.1
19	CN(CCc1ccccn1)C(=O)Nc1ccc(F)cc1
 : -0.1, -20, 2, -0.5, -1, -3.0, 7, -0.5, 0.0
20	COc1ccccc1NC1=NCC(=O)N1Cc1ccccc1
 : -0.6, 1, 4, -0.4, 2, -1.2, -2, 3.1, 0.8
21	C=CCn1c(SCc2ccc(Br)cc2F)nc2cc(C(=O)O)ccc2c1=O
 : -17, 5, 3, 7.0, 21, ·, 0, -0.7, 0.4
22	CN(C)CCNC(=O)C1CCCNC1=O (configuration not stated)
 : -0.9, -3, 8, -0.4, 0, 0.1, -1, -1.8, ?
23	Cc1c2ccncc2c(C)c2c1[nH]c1ccccc12
 : -2.2, -29, 3, -0.7, 4, -16, 12, -1.4, 9.2
24	Cc1cc(C)c(S(=O)(=O)Cc2ccccc2)c(=O)[nH]1
 : -1.4, -9, 17, -1.2, -1, ·, 3, 2.6, -0.9
25	O=C(Nc1cccnc1)C1=NN(C2CCS(=O)(=O)C2)C(=O)CC1 (configuration not stated)
 : -4.1, -6, 3, -0.4, -5, ·, 0, 0.2, -0.7
26	CC(=O)c1ccc(-n2c(SCC(=O)c3c[nH]c4ccccc34)nc3ccccc3c2=O)cc1
 : -1.2, 3, 6, -0.2, -1, ·, 1, 1.7, 0.0
27	CCOC(=O)C1CCN(C(=O)c2ccccc2N(C)S(C)(=O)=O)CC1
 : -1.3, ?, 16, -1.2, ?, 0.1, 1, -3.4, ?
28	COC(=O)c1cc(-c2ccc(OC)c(OC)c2)n[nH]1
 : -3.8, -4, -4, 1.0, 4, 0.3, 1, -0.1, 0.2
29	O=C(CCS(=O)(=O)c1cccs1)N1CCN(c2ccc(F)cc2)CC1
 : -3.1, -6, -4, 0.4, -2, 13, 6, 0.1, -0.5
30	O=C(NCC(F)(F)F)c1ccc(S(=O)(=O)NCCc2ccc3c(c2)OCCO3)cc1
 : -3.2, 6, 0, ·, -4, 0.6, -4, ·, 0.1

Molecules above that contain an NH in an aromatic ring:
Order of values: FadD28 FP inh, BoNT F protease, GDH-TPI inh, PfHsp40 rescue, Anthrax LF prot, Mtb BioA inh, FBA Mtb inh, Mtb UGM inh, BoNT A protease
14	CCN(C(=O)CSc1nc2ccccc2o1)c1c(N)n(Cc2ccccc2)c(=O)[nH]c1=O
 : -0.1, ·, 3, -0.7, ·, 0.1, 5, 0.3, ·
15	CCCCCCCc1c(C)nc(N2CCOCC2)[nH]c1=O
 : -1.8, 2, 17, 1.7, 0, ·, 0, 0.6, -0.8
23	Cc1c2ccncc2c(C)c2c1[nH]c1ccccc12
 : -2.2, -29, 3, -0.7, 4, -16, 12, -1.4, 9.2
24	Cc1cc(C)c(S(=O)(=O)Cc2ccccc2)c(=O)[nH]1
 : -1.4, -9, 17, -1.2, -1, ·, 3, 2.6, -0.9
26	CC(=O)c1ccc(-n2c(SCC(=O)c3c[nH]c4ccccc34)nc3ccccc3c2=O)cc1
 : -1.2, 3, 6, -0.2, -1, ·, 1, 1.7, 0.0
28	COC(=O)c1cc(-c2ccc(OC)c(OC)c2)n[nH]1
 : -3.8, -4, -4, 1.0, 4, 0.3, 1, -0.1, 0.2

Continued.
Order of values: FadD28 FP inh, BoNT F protease, GDH-TPI inh, PfHsp40 rescue, Anthrax LF prot, Mtb BioA inh, FBA Mtb inh, Mtb UGM inh, BoNT A protease
31	COc1ccc(C)cc1NC(=O)C(c1ccccc1)N1CCN(CC(=O)N2CCOCC2)CC1 (configuration not stated)
 : -0.2, 6, 10, 0.6, 1, -4.3, 5, ·, 2.4
32	O=C(NC1CC1)C1=C[C@@H](C2CCCCC2)C[C@@H](OCc2ccc(CO)cc2)O1
 : -1.6, -4, -2, -0.4, -1, 0.1, 2, -1.4, -0.1
33	Cc1ccc(Nc2nc(N3CCOCC3)nc(N3CCOCC3)n2)cc1C
 : 0.8, -3, 0, -1.6, 0, 2.3, 1, -3.0, 1.0
34	CCN(CC(=O)NCc1ccc(F)cc1)C(=O)/C=C/c1ccco1
 : -1.3, 2, 13, -0.3, -1, ·, 0, 0.2, -0.5
35	COc1ccc(CC(=O)N/N=C/c2cc(Br)cs2)cc1OC
 : 2.6, 6, 5, 0.2, -6, -0.3, 3, -2.1, -2.3
36	CCN(c1ccccc1C(=O)O)S(=O)(=O)c1ccc2[nH]c(=O)[nH]c2c1
 : -3.8, -1, -2, -1.3, -11, ·, 2, 2.9, -1.2
37	COc1ccc(C(=O)C[n+]2ccc(-c3nnc4n3CCCCC4)cc2)cc1
 : -2.3, ?, 10, -0.3, -55, 4.0, 10, 3.1, -4.3
38	OC1(c2ccc(F)cc2)CCN(Cc2cccnc2)CC1
 : -1.5, ?, 7, -1.7, -7, -1.6, 1, -0.4, -4.1
39	COc1cccc(-c2cnc3c(NC=O)cc(-c4ccc(OC)cc4OC)cn23)c1
 : -2.6, -11, 14, ·, -1, -0.1, 4, ·, 0.2
40	CCO[C@H]1OC(C(=O)NCc2ccccc2)=C[C@@H](C2CC2)[C@@H]1CCCO
 : -0.8, -1, 13, -0.1, 5, 0.3, 4, 0.4, 0.1
41	CCc1nc2c(OCc3c(C)noc3C)cccn2c1N(C)C(=O)c1ccccc1F
 : -0.4, -3, 7, ·, 0, -0.4, -1, ·, -0.6
42	COc1cccc(C(=O)/C=C/Nc2ccc(S(=O)(=O)Nc3onc(C)c3C)cc2)c1
 : -1.0, 3, 8, -0.4, 0, ·, 2, 2.4, 0.8
43	C=C(C)c1cccc(C(C)(C)NC(=O)N2CCC(C(N)=O)CC2)c1
 : -0.1, -2, 3, 0.3, -1, ·, 7, 3.0, 0.5
44	CC(C)(C)c1ccc(C(=O)N2CCC2(C)C(=O)Nc2cccc3ccccc23)cc1 (configuration not stated)
 : -4.4, 2, 4, ·, 1, -0.4, -3, ·, 0.1
45	Cc1ccc(C(=O)NCC(=O)OCC(=O)Nc2cc(S(=O)(=O)N3CCOCC3)ccc2Cl)s1
 : -2.8, -4, -7, 0.2, -2, -0.6, -1, 1.8, 1.0
46	CCOc1ccccc1NC(=O)c1ccc2c(c1)C(=O)N(C(C)(C)C)C2=O
 : -2.3, ?, 10, -0.2, -9, -1.3, 2, -0.6, -1.1
47	Cc1cc(NC(=O)Nc2cccc(Cl)c2)n(C(C)(C)C)n1
 : -1.6, -1, -5, 0.4, -1, -3.2, 1, 1.5, -1.1
48	COC(=O)CCNC(=O)Cc1c(C)n(C(=O)c2ccc(Cl)cc2)c2ccc(OC)cc12
 : -1.3, 0, 9, -1.0, -1, 2.9, -3, -0.7, 3.0
49	O=C(NC(=S)Nc1ccccc1Br)C1CCCCC1
 : -2.3, 6, 3, ?, -2, ·, -2, 0.1, 0.1
50	Cc1ccc(N2CCN(/N=C/C(Cl)=C/c3ccccc3)CC2)cc1
 : 0.1, -6, 0, 0.4, -3, -0.6, 0, 0.3, -0.3
51	NC(=O)c1ccc(NC(=O)C#Cc2ccccc2)cc1
 : 0.6, 25, 9, 1.7, 10, -1.7, 1, 1.6, -1.6
52	CC(c1ccon1)N(C)C(=O)c1cccc(OC2CCN(S(C)(=O)=O)CC2)c1 (configuration not stated)
 : -3.0, 5, 6, ·, -10, 2.2, -2, ·, 0.3
53	COc1ccc2c(c1)C(=O)Cc1ccccc1O2
 : -1.1, ·, 6, 1.8, ·, -1.7, 2, 1.2, ·
54	O=C(Nc1ccc(-c2nnc3n2CCCCC3)cc1)c1ccco1
 : -0.4, -3, 2, -0.7, 1, 0.1, 2, -3.0, -0.4
55	Cc1nc(-c2cccnc2)sc1C(=O)Nc1ccc(C(F)(F)F)cc1
 : 1.3, -3, 8, 1.3, 0, 13, 1, 0.4, ?
56	COC(=O)CCCC(=O)NC1CC(C)(C)Cc2c1cnn2-c1ccc(C)cc1 (configuration not stated)
 : -5.3, ?, -2, -1.0, 10, 1.3, -1, 2.7, -2.3
57	O=C(O)CCc1ccc(-c2ccc(F)cc2)n1CC(=O)O
 : -1.3, 0, 10, 0.0, 2, 0.7, 11, -0.9, 0.7
58	COc1ccc(C(=O)C2CCCN(Cc3cccn3-c3ccccn3)C2)c(OC)c1 (configuration not stated)
 : -0.8, 1, 5, 0.0, -2, 3.8, -4, -5.2, -0.3
59	CC(=O)/C(=C/N(C)C)Sc1ccc(C)cc1
 : -0.1, 4, 2, -1.6, -4, -1.2, -4, 0.2, 0.2
